Screens as filed in PubChem.
VLA-4 antagonist = inhibitors of LDV-FITC ligand binding to Mn2+-activated human VLA-4 integrin; P13612; Jurkat cells, LDV-FITC binding with Mn2+, flow cytometry; 100% = Mn2+-driven binding gain fully reversed; inhibition, % at 10 µM (by protocol); 0.2% of 24,000 active;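 active = inhibition above 50%; inconclusive = compound itself fluorescent, judged against control cell fluorescence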;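 note: 0% = Mn2+ stimulated cells lacking compound and 100% = ligand binding without Mn2+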
Target sequence (P13612 whole entry, looked up): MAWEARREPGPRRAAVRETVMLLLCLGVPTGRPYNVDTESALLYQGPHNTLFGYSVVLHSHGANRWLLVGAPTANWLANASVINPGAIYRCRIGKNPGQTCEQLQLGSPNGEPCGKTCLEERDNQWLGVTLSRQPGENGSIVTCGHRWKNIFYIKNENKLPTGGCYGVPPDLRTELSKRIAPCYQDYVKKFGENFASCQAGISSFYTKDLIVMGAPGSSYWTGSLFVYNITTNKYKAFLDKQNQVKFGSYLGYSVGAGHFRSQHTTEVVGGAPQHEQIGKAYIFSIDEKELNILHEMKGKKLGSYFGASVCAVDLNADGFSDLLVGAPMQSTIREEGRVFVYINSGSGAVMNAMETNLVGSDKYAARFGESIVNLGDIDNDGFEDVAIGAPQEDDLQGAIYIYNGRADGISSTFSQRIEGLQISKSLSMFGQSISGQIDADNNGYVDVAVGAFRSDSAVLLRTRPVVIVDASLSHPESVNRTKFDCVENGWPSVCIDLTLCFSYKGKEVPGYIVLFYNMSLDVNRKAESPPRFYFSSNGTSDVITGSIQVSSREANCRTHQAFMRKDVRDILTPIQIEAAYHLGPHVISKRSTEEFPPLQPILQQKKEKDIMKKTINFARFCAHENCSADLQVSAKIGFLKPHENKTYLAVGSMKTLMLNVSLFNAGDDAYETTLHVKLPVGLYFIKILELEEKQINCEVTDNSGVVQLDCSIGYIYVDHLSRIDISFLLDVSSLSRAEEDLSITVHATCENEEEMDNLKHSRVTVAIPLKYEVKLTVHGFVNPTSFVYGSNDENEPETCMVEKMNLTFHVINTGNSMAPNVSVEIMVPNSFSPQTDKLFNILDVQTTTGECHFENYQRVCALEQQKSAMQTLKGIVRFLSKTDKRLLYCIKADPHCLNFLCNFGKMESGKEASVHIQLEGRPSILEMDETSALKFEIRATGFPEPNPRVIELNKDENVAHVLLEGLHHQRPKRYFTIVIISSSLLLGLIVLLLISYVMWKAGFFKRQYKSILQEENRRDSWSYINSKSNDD
Prostate diff = activators of LNCaP prostate cell differentiation. flow cytometry side scatter, 4 d. side scatter shift, % at 10 µM. 0.56% of 24,000 active;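 active = side scatter shift above 30%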;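 note: androgen-responsive LNCaP prostate cancer cells in charcoal-stripped serum medium; percent of cells past a gate set so DMSO wells show 10% shift; higher shift means more granular cells and more differentiation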
VLA-4 agonist = allosterically activates the human VLA-4 integrin | P13612 | Jurkat cells, LDV-FITC binding, flow cytometry | activation, % at 10 µM (by protocol) | 24,000 tested, under 10 active | AID 528;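 active = fluorescent ligand binding to cells raised by more than 40% of the manganese-induced maximum; inconclusive = compound's own fluorescence above 85% of the ligand control signal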;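 note: 0% = ligand binding without compound and 100% = manganese-stimulated maximal binding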
Jurkat autofluor = autofluorescence counter-screen for VLA-4 integrin assays | Jurkat cells, compound autofluorescence, flow cytometry; active compounds read high; 1 = vehicle-only cell background | fluorescence ratio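 (tested at 10 µM compound in the well)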 | 0.61% of 24,000 active;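 active = fluorescence ratio above 2.44, which is 1 plus 3 SD of all ratios; inconclusive = signal too bright to measure linearly, ratio around 10 or more; inactive = fluorescence ratio below 2.44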;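 note: green fluorescence of cells measured with 488 nm excitation and 530 nm emission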
Active calls of the source: *; ? = inconclusive; · = no result given; & = joins results of further samples. Only part of the results is shown; count on the stated rates, not on these rows.

#	SMILES	VLA-4 antagonist	Prostate diff
1	CC(C)(C)C(=O)NC(=C(Cl)Cl)P(=O)(O)O	4	12
2	CC(Sc1nnc(-c2cc3ccccc3o2)n1-c1ccccc1)C(=O)O (stereo unspecified)	-21	18
3	CCN1CCCC1CNC(=O)c1cc2c(-c3ccc(Cl)cc3)nn(C)c2s1 (stereo unspecified)	?	64*
4	NC(=O)c1oc2ccccc2c1NC(=O)c1nc2ccccc2s1	?	22
5	COc1ccc(NC(=O)CN(C)S(=O)(=O)c2cccc3cccnc23)cc1	21	2
6	CCC(=O)N1c2ccc(S(=O)(=O)CCC(=O)NCCC3=CCCCC3)cc2CC1C (stereo unspecified)	-4	15
7	c1cncc(-c2nnc3n2N=C(c2cccs2)CS3)c1	1	8
8	Cn1c2c(c(=O)n(C)c1=O)CN(CCCN1CCOCC1)CN2	?	19

#	VLA-4 agonist	Jurkat autofluor
1	1	0.99
2	4	1.1
3	?	1.1
4	?	5.4*
5	-1	1
6	0	1.1
7	-3	1.1
8	?	1

#	SMILES	VLA-4 antagonist	Prostate diff
9	O=C1C(Cl)=C(NCC2CCCO2)C(=O)N1CCc1ccccc1 (stereo unspecified)	-14	10
10	COc1ccc(NC(=O)COc2ccccc2)c(OC)c1	-17	5
11	Cc1ccccc1NS(=O)(=O)c1ccc2[nH]cc(C(=O)N(C)Cc3ccco3)c(=O)c2c1	-5	11
12	CCOC(=O)N1CCN(C(=O)c2cc(-c3ccc(F)cc3)[nH]c2C)CC1	-6	6
13	O=C(c1ccc2nc(N3CCOCC3)sc2c1)N1CCN(C(=O)c2ccco2)CC1	-8	10
14	O=C(NCc1ccccn1)c1ccc2nc(-c3ccco3)c(-c3ccco3)nc2c1	2	12
15	CN(C)CCOC(c1ccccc1)c1ccccc1	-25	2
16	Cc1nn(Cc2ccc(Cl)cc2)c(C)c1NC(=O)c1cc(-c2ccc3c(c2)OCO3)on1	10	3

#	VLA-4 agonist	Jurkat autofluor
9	6	1.1
10	0	1
11	3	1.1
12	-1	1
13	-1	1.1
14	-5	1.2
15	5	1
16	-7	1.1

#	SMILES	VLA-4 antagonist	Prostate diff
17	CCc1ccc(N2CC(C(=O)OCC(=O)Nc3cc(C)on3)CC2=O)cc1 (stereo unspecified)	-23	2
18	CCCN(CC1CC1)S(=O)(=O)c1ccc(S(N)(=O)=O)cc1	8	4
19	CCC(C(=O)N1CCc2ccccc2C1)n1nc(C)n2c(cc3occc32)c1=O (stereo unspecified)	9	25
20	O=C(O)CCC(=O)N1CCc2cc(S(=O)(=O)NC3CCCC3)ccc21	19	7
21	O=C(NCCN1CCOCC1)c1ccc2c(c1)ncn2C1CCCCC1	15	17
22	COc1cc(C2NC(C(=O)O)CS2)ccc1OCc1ccccc1C#N (stereo unspecified)	0	6
23	CCOCCOc1nc2c(c(=O)n(C)c(=O)n2C)n1Cc1ccc(C)cc1	2	11
24	CCOC(=O)C1CCN(c2c(NCc3ccc(C(=O)NC(C)CC)cc3)c(=O)c2=O)CC1 (stereo unspecified)	22	5

#	VLA-4 agonist	Jurkat autofluor
17	2	1.1
18	-3	0.98
19	8	0.93
20	-1	1.1
21	2	0.79
22	4	0.98
23	-10	1.1
24	-6	1.1

#	SMILES	VLA-4 antagonist	Prostate diff
25	O=C(Cn1ncc2c(=O)oc3ccccc3c21)N1CCc2ccccc2C1	?	4
26	COc1ccc(NC(=O)CN2CCN(c3ccc(Cl)cc3)CC2)c(OC)c1	?	8
27	CN1C(=O)c2ccccc2C(C(=O)NCc2ccco2)C1c1c[nH]c2ccccc12 (stereo unspecified)	9	4
28	Cc1ccc2oc(=O)c3cnn(CC(=O)N(CCCN4CCOCC4)Cc4ccco4)c3c2c1	15	6
29	CCC(C)NC(=O)Cn1c(=O)n(CCCCC(=O)NCc2ccco2)c(=O)c2ccccc21 (stereo unspecified)	-15	2
30	Cc1cc(NC(=O)CSCc2nc(-c3cccc(Cl)c3)oc2C)no1	5	12
31	COC(=O)CSc1nc2nc(C)cc(C)n2n1	6	2
32	O=C(Nc1ncc(Cc2ccccc2)s1)C1CCCO1 (stereo unspecified)	8	7

#	VLA-4 agonist	Jurkat autofluor
25	?	0.92
26	?	1.4
27	4	0.95
28	-3	1.1
29	-6	1
30	-1	1.1
31	2	0.98
32	1	1.1

#	SMILES	VLA-4 antagonist	Prostate diff
33	CCOC(=O)Cn1c(=O)oc2cc(S(=O)(=O)NCCc3ccc(C)cc3)ccc21	9	3
34	COc1cccc(CNC(=O)c2ccc(NC(=O)C3CCCO3)cc2)c1 (stereo unspecified)	4	12
35	Cc1oc(-c2ccccc2F)nc1CS(=O)(=O)CC(=O)NCCN(C)C1CCCCC1	-8	6
36	CCOC(=O)N1CCC(n2c(SCC(=O)NCc3ccccc3)nc3ccccc3c2=O)CC1	27	2
37	COc1ccc(Cl)cc1S(=O)(=O)N1CCN=C1C	-15	14
38	CC(=O)c1cccc(NC(=O)CCNS(=O)(=O)c2cccc3nsnc23)c1	8	8
39	COc1ccc(-c2nn(C)c3sc(C(=O)N4CCOCC4)cc23)cc1OC	7	5
40	COc1cc2c(cc1OC)-c1cc(Nc3ccc4c(c3)OCCO4)nc(=O)n1CC2	-6	3

#	VLA-4 agonist	Jurkat autofluor
33	-3	1.1
34	-1	1
35	-3	1
36	-8	1.2
37	6	0.94
38	-1	1
39	1	1.1
40	-8	1.2

#	SMILES	VLA-4 antagonist	Prostate diff
41	CCCOc1cccc(NC(=O)c2c(-c3ccccc3)noc2C)c1	-7	11
42	CCc1ccc(-c2nc(CN3CCCC(C(=O)O)C3)c(C)o2)cc1 (stereo unspecified)	-9	6
43	Cc1ccc(-c2noc(CCC(=O)NCCCN3CCN(c4cccc(Cl)c4)CC3)n2)cc1	?	44*
44	CCN(CC)CCCN1C(=O)C(O)=C(C(C)=O)C1c1cccc(OC)c1 (stereo unspecified)	-9	5
45	COc1ccc(N2CCN(CCNC(=O)CCNS(=O)(=O)c3cccs3)CC2)cc1	-14	3
46	CCOC(=O)C1CCCN(c2cc(=O)n(Cc3ccc(F)cc3)c(=O)[nH]2)C1 (stereo unspecified)	-10	2
47	O=C(NCc1cccnc1)c1ccc(CS(=O)(=O)c2ccc(Cl)cc2)o1	-2	6
48	Cc1nn(C(C)C(=O)N2CCCCC2)c(=O)c2c1sc1ccccc12 (stereo unspecified)	12	10

#	VLA-4 agonist	Jurkat autofluor
41	1	0.93
42	-2	1.1
43	?	1.1
44	-1	1.1
45	2	1.1
46	0	1
47	2	1
48	-10	1

#	SMILES	VLA-4 antagonist	Prostate diff
49	CCC1CCCCN1C(=O)CSc1nnc(-c2ccc3c(c2)OCCO3)o1 (stereo unspecified)	18	3
50	COc1ccc(C)cc1S(=O)(=O)N1CCN(S(=O)(=O)c2cc(C)ccc2OC)CC1	-19	13
51	CCOCCCNC(=O)C(c1ccc(C)cc1)N1CCOCC1 (stereo unspecified)	-4	6
52	O=C(Nc1ncc(Br)s1)C1CCCN1S(=O)(=O)c1cccc2cccnc12 (stereo unspecified)	-2	3
53	O=C(CCn1c(=O)[nH]c2ccsc2c1=O)N1CCN(c2cccc(Cl)c2)CC1	5	2
54	CC1CCCCC1NC(=O)C1CCN(S(=O)(=O)N2CCCCCC2)CC1 (stereo unspecified)	-30	11
55	CN1CCN(C(=O)C2CCN(S(=O)(=O)c3ccc4c(c3)oc(=O)n4C)CC2)CC1	-25	8
56	CC1CC(C)CN(S(=O)(=O)c2ccc(C(=O)Nc3nnc(-c4cccs4)o3)cc2)C1 (stereo unspecified)	5	24

#	VLA-4 agonist	Jurkat autofluor
49	-4	1.1
50	4	1
51	5	1.1
52	-2	1.3
53	-4	1.2
54	5	1
55	3	0.99
56	-3	1

#	SMILES	VLA-4 antagonist	Prostate diff
57	COc1ccccc1-c1nnc2sc(-c3ccc(N(C)C)cc3)nn12	14	6
58	O=C(O)CCNc1ccc2c(c1)OCCO2	-10	11
59	COc1ccc(C2=NOC(C(=O)Nc3cc(C)nn3-c3ccccc3)C2)cc1OC (stereo unspecified)	-40	3
60	Cc1ccc(CN2CCN(C(=O)C3CCC3)CC2)cc1	-6	5
61	CCn1cc(C(=O)NCCCOC)c2cc(OC)c(OC)cc2c1=O	4	4
62	Nc1nc(Cl)nc2c1ncn2[C@H]1C[C@H](O)[C@@H](CO)O1	-15&-4	3
63	COC(=O)C1=C(C)OC(N)=C(C#N)C1c1ccccc1 (stereo unspecified)	13	12
64	CC(C)c1ccc(NC(=O)C(c2ccccc2)N2CCN(C(=O)c3ccco3)CC2)cc1 (stereo unspecified)	9	22

#	VLA-4 agonist	Jurkat autofluor
57	-1	1.1
58	-4	1
59	1	1
60	0	1
61	-4	1
62	12&-2	1.2&1
63	-1	1.1
64	0	1

#	SMILES	VLA-4 antagonist	Prostate diff
65	CN(CCNC(=O)C1CC(=O)N(c2ccc(F)c(Cl)c2)C1)Cc1ccccc1 (stereo unspecified)	7	·
66	CCOC(=O)N1CCN(c2c(NCc3ccccc3OC)c(=O)c2=O)CC1	?	6
67	O=C(CSc1nc2ccccc2c(=O)n1Cc1ccco1)N1CCCCCC1	?	11
68	Cc1cc(NC(=O)COc2cccc(Oc3ccccc3)c2)no1	-14	6
69	CCC(=O)N1CCc2cc(S(=O)(=O)NCCC(=O)N3CCN(c4ccccn4)CC3)ccc21	8	10
70	CCOC(=O)N1CCN(c2cc(=O)n(-c3ccc(OCC)cc3)c(=O)[nH]2)CC1	-22	5
71	COC(=O)c1cccc(NC(=O)Cc2coc3cc(OC)ccc23)c1	0	15
72	CCOC(=O)N1CCN(Cc2nc3c(c(=O)n(C)c(=O)n3C)n2Cc2ccccc2)CC1	-8	0

#	VLA-4 agonist	Jurkat autofluor
65	9	1
66	?	1.3
67	?	1.1
68	6	1.1
69	-4	1.1
70	8	1
71	-3	1.1
72	-3	1

#	SMILES	VLA-4 antagonist	Prostate diff
73	COc1ccc2c(c1OC)C(=O)OC2CC(=O)c1ccc(O)cc1 (stereo unspecified)	-23	6
74	CC(=O)c1ccc(OCC(C)C)c(CN2CCCCC2)c1	0	6
75	CCCCCCn1c(CN2CCCCC2)nc2c1c(=O)n(C)c(=O)n2C	-6	7
76	CC(=O)NC(CCS(C)(=O)=O)C(=O)Nc1ccccc1C (stereo unspecified)	-8	10
77	CCOC(=O)c1[nH]c(C)c(C(=O)N2CCN(C(=O)OCC)CC2)c1CC	-45	9
78	COc1c(Br)cc2c(C)c(C(=O)O)oc2c1Br	-42	5
79	COc1ccc(Br)cc1CN1CCCC(C(=O)N2CCCCCC2)C1 (stereo unspecified)	6	12
80	CC(C)Cn1c(-c2ccc(F)cc2)n[nH]c1=S	-11	5

#	VLA-4 agonist	Jurkat autofluor
73	10	0.87
74	4	0.99
75	-6	1.1
76	-1	1
77	24	0.72
78	10	0.99
79	-2	1
80	3	1

From compound 77 to 80, as listed above:
#	SMILES	VLA-4 antagonist	Prostate diff
77	CCOC(=O)c1[nH]c(C)c(C(=O)N2CCN(C(=O)OCC)CC2)c1CC	-45	9
78	COc1c(Br)cc2c(C)c(C(=O)O)oc2c1Br	-42	5
79	COc1ccc(Br)cc1CN1CCCC(C(=O)N2CCCCCC2)C1 (stereo unspecified)	6	12
80	CC(C)Cn1c(-c2ccc(F)cc2)n[nH]c1=S	-11	5

#	VLA-4 agonist	Jurkat autofluor
77	24	0.72
78	10	0.99
79	-2	1
80	3	1

Additional results follow.
#	SMILES	VLA-4 antagonist	Prostate diff
81	COc1ccc(N2C(=O)C3CCCN3C2c2cccc(C)c2)cc1Cl (stereo unspecified)	?	3
82	COC(=O)c1ccccc1NC(=O)c1noc2c1CC(C(C)(C)C)CC2 (stereo unspecified)	-5	4
83	Cc1ccc(S(=O)(=O)N(CC(=O)N2CCC(C(N)=O)CC2)Cc2ccc(F)cc2)cc1	6	17
84	CCn1c(SCC(=O)Nc2ccc(C(C)=O)cc2)nc2ccccc21	8	21

#	VLA-4 agonist	Jurkat autofluor
81	?	0.9
82	-2	1.1
83	0	1
84	1	1
